AmpC det inh: blocks E. coli AmpC beta-lactamase in presence of detergent | P00811 | purified AmpC, nitrocefin hydrolysis with detergent | Potency, µM (series often up to 28.7 µM), for the others: top-dose activity change, negative = inhibition | actives 0.09% (n = 71,000); active means well fitted curve in the direction sought with a large enough effect
Target sequence (P00811 whole entry, looked up): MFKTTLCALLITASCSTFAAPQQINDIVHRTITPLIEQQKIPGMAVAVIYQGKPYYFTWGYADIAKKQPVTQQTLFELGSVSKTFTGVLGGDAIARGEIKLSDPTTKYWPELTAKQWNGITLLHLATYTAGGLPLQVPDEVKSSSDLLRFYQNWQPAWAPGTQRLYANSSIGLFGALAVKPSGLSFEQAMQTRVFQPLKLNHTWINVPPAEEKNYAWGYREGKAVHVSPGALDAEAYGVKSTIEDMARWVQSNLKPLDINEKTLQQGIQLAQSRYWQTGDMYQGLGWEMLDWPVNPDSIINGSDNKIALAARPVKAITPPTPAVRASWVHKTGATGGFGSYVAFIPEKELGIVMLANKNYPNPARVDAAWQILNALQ
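E. coli AmpC (5.3 nM) in 20 mM phosphate pH 7.0 with 0.01% Triton X-100, preincubated 15 min RT with compound; nitrocefin (2 uL of 800 uM stock) hydrolysis followed by 480 nm absorbance every 20 s over 4 min.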
The depositor's hits bear a star; [ ] = remark or other dose. On the % scale 0 is the no-effect control and ±100 the full control effect; potency means the concentration at half of the fitted maximal effect.

canonical_smiles	AmpC det inh
O=C(Nc1cccc(F)c1)NC1CC2CCCC(C1)N2C1CC1 (configuration not stated)	29.5%
Nc1c(C(=O)N2CCCCC2)sc(=S)n1-c1ccccc1	-2.2%
CCC1CCCCN1C(=O)C1CC(c2cc(Cl)c(OC)cc2OC)=NO1 (configuration not stated)	0.5%
C=CCc1cccc2cc(C(=O)NC)c(=O)oc12	-1.5%
O=S(=O)(c1ccccc1C(F)(F)F)N1CCOCC1	-2.9%
CCc1ccc(NC(=O)c2cnc3scc(C)n3c2=O)cc1	11.0%
Cc1ccc(O)c(NC(=O)COc2cc(C)ccc2C)c1	-0.6%
CCOC(=O)c1cc2sc(C)cc2n1CC(=O)N1CCOCC1	-0.5%
O=C(c1cccn2c(=O)c3ccc(Cl)cc3nc12)N1CCN(Cc2ccc3c(c2)OCO3)CC1	-3.4%
CCCCN(C)CCCNC(=O)Cn1c(=O)sc2ccccc21	0.2%
Cc1csc2ncc(C(=O)NC(C)c3ccccc3)c(=O)n12 (configuration not stated)	11.1%
COc1cccc(-n2nnnc2SCC(=O)Nc2cccc(C)n2)c1	-5.6%
COC(=O)c1ccc(C(NC(=O)OCc2ccccc2)/C(F)=C/[C@@H](C)C(=O)N(C)Cc2cccnc2)cc1 (some centres not stated)	17.4%
O=C(COc1ccccc1Cl)NCc1ccco1	-2.8%
Cc1ccc(-c2nc3ncccn3c2Nc2ccc3c(c2)OCO3)o1	1.6%
CC(C)C[C@@H](CC(=O)N[C@@H](CCC(=O)O)CC(=O)O)NC(=O)[C@@H]1CCCC[C@H]1NC(=O)C[C@@H](NC(=O)C[C@H](CO)NC(=O)[C@@H]1CNCC[C@H]1N)C(C)C	3.3%
CCC(=O)NCc1nc2ccccc2n1Cc1ccccc1F	-2.0%
C[C@H]1C=C2C=C[C@H](C)[C@H](CC[C@@H]3C[C@@H](O)CC(=O)O3)[C@H]2[C@@H](OC(=O)[C@@H](C)CCO)C1	-6.2%
Cn1c(CNc2cccc(Cl)c2)nnc1SCC(=O)OC1CCCCC1	7.4%
COc1ccc(NC(=O)c2cc3n(n2)C(C(F)(F)F)CC(c2ccc4c(c2)OCO4)N3)cc1OC (configuration not stated)	-0.2%
COc1ccc(CC(CC(=O)O)C(=O)Nc2ccc(OC)cc2)cc1 (configuration not stated)	0.5%
Cc1c(NC(=O)COC(=O)Cc2ccc(Cl)cc2)c(=O)n(-c2ccccc2)n1C	7.9%
O=C(O)CCC(=O)OC1CC2CCC1C2 (configuration not stated)	2.5%
O=C1NC(c2ccco2)Nc2sc3c(c21)CCN(Cc1ccccc1)C3 (configuration not stated)	8.1%
Cc1cccc(N(C(=O)Cn2nnc3ccccc32)C(C(=O)NCc2ccco2)c2ccncc2)c1C (configuration not stated)	-4.6%
CC(=O)N[C@H]1[C@@H](O[C@@H](C)C(=O)O)[C@H](O)[C@H](CO)O[C@@H]1O	-2.1%[12.8 µM]
CO[C@@H]1/C=C\O[C@]2(C)Oc3c(C)c(O)c4c(O)c(c(/C=N\N5CCN(C)CC5)c(O)c4c3C2=O)NC(=O)/C(C)=C\C=C/[C@H](C)[C@H](O)[C@H](C)[C@H](O)[C@H](C)[C@H](OC(C)=O)[C@@H]1C	-0.9%
c1ccc(-c2ccc(-c3nc(-c4ccccn4)no3)cc2)cc1	12.0%
Cc1ccc(NC(=O)C2CCCNC2=O)nc1 (configuration not stated)	-5.9%
Cc1ccc(-c2ccc(CCC(=O)O)n2C(C)C)cc1	1.7%
OC(COc1ccc(Cl)cc1)CN1CCCCC1 (configuration not stated)	1.0%
COc1cc(C(=O)OC(C)CN2CCOCC2)cc(OC)c1OC (configuration not stated)	-2.6%
CN(C)c1ccc(NC(=O)CN2C(=O)CN=C(c3ccccc3)c3ccccc32)cc1	1.8%
O=C(CNS(=O)(=O)c1cccs1)N1CCCC1	1.1%
COc1ccccc1CNc1nc2nc(C)c(C)c(=O)n2[nH]1	-3.5%
CCOC(=O)c1sc2ncn(C(CC)C(=O)OC)c(=O)c2c1C (configuration not stated)	-2.4%
CCOC(=O)N1CCN(C(=O)CN2C(=O)COc3ccc(C(C)(C)C)cc32)CC1	-0.3%
CCOC(=O)c1nc2ccccc2s1	6.2%
COC(=O)[C@@]1(Cc2ccccc2)C=C[C@@H](C)N1C(C)=O	13.6%
O=C(O)[C@@H](O)[C@@H](O)[C@@H]1[O][Sb][O][C@@H]1CO	-4.7%[5.75 µM]
CC(=O)N1CCN(c2ccccc2NC(=O)COc2cc(C)ccc2C(C)C)CC1	-4.4%
CCCn1nnc(NC(=O)c2ccc(Br)cc2)n1	-3.7%
O=C(C1CCCN1S(=O)(=O)c1cccc2cccnc12)N1CCN(c2ccccc2)CC1 (configuration not stated)	21.5%
Cc1ccc(S(=O)(=O)NCCC(=O)N2CCN(Cc3ccccc3)CC2)cc1	-2.8%
COc1ccc(-c2nc3nc(C)c(Cc4ccccc4)c(=O)n3[nH]2)cc1	-0.8%
Cc1ccc(-n2nc(C)c3c2NC(=O)CSC3c2ccc3c(c2)OCO3)cc1 (configuration not stated)	-1.9%
O=C(CSc1nc2c(c(=O)n1-c1ccc(Br)cc1)SCC2)NCC1CCCO1 (configuration not stated)	-2.9%
Cc1ccc(NC(=O)C2CCN(S(=O)(=O)c3cccc4cccnc34)CC2)nc1	0.8%

Taken from above.
CCOC(=O)c1nc2ccccc2s1 – AmpC det inh = 6.2%
CCOC(=O)N1CCN(C(=O)CN2C(=O)COc3ccc(C(C)(C)C)cc32)CC1 – AmpC det inh = -0.3%
COc1ccc(-c2nc3nc(C)c(Cc4ccccc4)c(=O)n3[nH]2)cc1 – AmpC det inh = -0.8%
O=C(O)[C@@H](O)[C@@H](O)[C@@H]1[O][Sb][O][C@@H]1CO – AmpC det inh = -4.7%[5.75 µM]
Cc1ccc(NC(=O)C2CCN(S(=O)(=O)c3cccc4cccnc34)CC2)nc1 – AmpC det inh = 0.8%
CCCn1nnc(NC(=O)c2ccc(Br)cc2)n1 – AmpC det inh = -3.7%
Cc1ccc(S(=O)(=O)NCCC(=O)N2CCN(Cc3ccccc3)CC2)cc1 – AmpC det inh = -2.8%

More compounds
canonical_smiles	AmpC det inh
CC(=O)Nc1ccc2nc(-c3cccs3)[nH]c2c1	-1.8%
CC(C)C(OC(=O)c1cc2occc2n1C)C(=O)NCc1ccc2c(c1)OCO2 (configuration not stated)	-4.0%
O=C(c1cnc(N2CCN(c3ncccn3)CC2)c2ccccc12)N1CCN(c2ncccn2)CC1	15.2%
COC(=O)c1sccc1NC(=O)c1cccnc1	-3.0%
Cc1cc(NS(=O)(=O)c2ccc(-c3ccccc3)cc2)no1	-4.7%
N#Cc1c(N)oc(-c2cccs2)c1-c1cccs1	6.1%
CCCn1c(C)nc2c(NCCCCN(CC)CC)nc(C)nc21	8.8%
CCOC(=O)c1cc2sccc2n1CC(=O)Nc1ccc(OC)cc1OC	-6.4%
COc1cccc(C2CC(c3ccc(Cl)cc3)n3nc(N)nc3N2)c1 (configuration not stated)	13.5%
CCc1nnc(NC(=O)CSc2nnc(CSc3nc(C)cc(C)n3)n2C)s1	-2.7%
COc1cc(-c2nc(-c3ccc(Br)o3)no2)cc(OC)c1OC	14.5%
Cc1c(OCC(=O)OC(C)(C)C)ccc2c3c(c(=O)oc12)CCC3	-2.1%

Three entries from above, ordered by count of non-hydrogen atoms, rising:
canonical_smiles	AmpC det inh
O=C(O)[C@@H](O)[C@@H](O)[C@@H]1[O][Sb][O][C@@H]1CO	-4.7%[5.75 µM]
CCCn1c(C)nc2c(NCCCCN(CC)CC)nc(C)nc21	8.8%
COc1cccc(-n2nnnc2SCC(=O)Nc2cccc(C)n2)c1	-5.6%

The listing continues.
canonical_smiles	AmpC det inh
N[C@@H](CC(=O)O)C(=O)O	-2.1%
COc1ccccc1N1CCN(C(=O)C2CCCO2)CC1 (configuration not stated)	12.1%
Cc1ccnc2nc(C(=O)OCCOc3cccc(Br)c3)nn12	-1.6%
Cc1oc(-c2ccc(Cl)cc2)nc1CN1CCCC(C(=O)NCc2ccccn2)C1 (configuration not stated)	-3.8%
COc1ccc(CNc2ncnc3ccc(-c4cccnc4)cc23)c(OC)c1	11.1%
COc1cc(CN2CCC(C(=O)N3CCC(C)CC3)CC2)cc(Br)c1O	-2.1%
COc1ccc2c3c(cccc13)NN=C2C	-3.4%
CCOC(=O)CSC1=C(C#N)C(c2ccc(C)s2)CC(=O)N1 (configuration not stated)	6.6%
Cc1ccc(CS(=O)(=O)CCC(=O)NCCCN2CCCC2=O)cc1	29.1%
CCN1CCc2c(sc(N)c2C#N)C1	-3.4%
Clc1ccc(OCc2nnc(-c3ccccc3Br)o2)c(Cl)c1	6.2%
CCOCC(=O)N1CCN(c2ccc(F)cc2)CC1	-0.9%
NC[C@@H](CC(=O)O)c1ccc(Cl)cc1	0.5%
O=C(c1ccc2c(c1)OCO2)N(CC1CCCO1)C1(C(=O)NC2CCCC2)CCCCC1 (configuration not stated)	-1.5%
CC(=O)NC(CC(=O)NCC(c1ccco1)N(C)C)c1ccccc1 (configuration not stated)	-0.1%
Cc1ccc(-c2[nH]nc3c2C(c2cccnc2)C(C#N)=C(N)O3)cc1 (configuration not stated)	-9.9%
CCCN1C(=O)c2cc(C(=O)NCc3ccc(OC)cc3)ccc2C1O (configuration not stated)	11.7%
Cc1cccc2cc(COC(=O)COc3ccccc3)c(=O)[nH]c12	-1.2%
CC(=O)Nc1cccc(N(C)C)c1	7.5%
COC(=O)c1ccc(NC(=O)CCNS(=O)(=O)c2cccc3nonc23)cc1	-2.3%
c1ccc2c(c1)nc(NCCN1CCOCC1)c1nncn12	5.7%
COc1ccc(NC(=O)N2CC[C@@]3(CCCN(C(=O)c4cc(C(F)(F)F)cc(C(F)(F)F)c4)C3)C2)cc1	-2.9%
COc1ccc(S(=O)(=O)n2cnc3cc(C)c(C)cc32)cc1	8.7%
COc1ccc(-c2c(NC(C)=O)n(C)c3ccccc3c2=O)cc1	-3.7%
CCOc1ccccc1C(=O)Nc1ccc(S(=O)(=O)N2CCOCC2)cc1	-1.3%
Nc1ccn(-c2ccc(Cl)cc2)c(=O)c1	2.2%
O=C(COC(=O)CCN1C(=O)c2ccccc2C1=O)Nc1ccc(S(=O)(=O)N2CCCC2)cc1	-1.7%
CCCCCn1c(=O)[nH]c2cc(C(=O)NCCCN(CC)CC)ccc2c1=O	-1.0%
O=C1NCC(O)=C1C=NCCCO	-2.7%
CCOC(=O)N1CCN(C(=O)CSc2nnc(-c3ccc(C)c(C)c3)o2)CC1	6.9%
Cc1cc(C(=O)Nc2sc3c(c2C#N)CCC(C)C3)no1 (configuration not stated)	-2.8%
C=CCSc1nnc2c(n1)OC=Nc1ccccc1-2	-2.2%
c1ccc(CCN2CN=C(Nc3nc4ccccc4o3)NC2)cc1	-6.9%
CC(Oc1cccc(Cl)c1)C(=O)Nc1cc(=O)n(C)c(=O)n1C (configuration not stated)	-1.1%
CCn1c(=O)cc(O)c2ccccc21	-2.0%
COc1ccccc1CN1CC2(CCN(S(C)(=O)=O)CC2)C1	-0.4%
Cc1cnc(CNc2ncnc3ccc(-c4ccccc4Cl)cc23)cn1	5.9%
Cc1c(NC(=O)c2cc(-c3cccs3)on2)c(=O)n(-c2ccccc2)n1C	-3.8%
N#Cc1c(NCCCO)nc(NCc2ccccc2)c2c1CCN(Cc1ccccc1)C2	18.8%
Cc1cc(C)n(C(=O)c2ccncc2)n1	1.2%
O=c1cnc2cnc(Nc3ccccc3)nc2n1Cc1cccs1	0.4%
CC(=O)N(Cc1ccco1)C1(C(=O)NC2CCCCC2)CCCCC1	-3.6%
COc1ccc(-n2c(=O)c(-c3ccc(F)cc3)nc3cnc(OC)nc32)cc1	0.9%
CC(C)C[C@@H](CC(=O)N[C@@H](CCCN)CC(=O)N[C@@H]1CCNC[C@H]1C(=O)N[C@H](CC(=O)N[C@@H](CCC(=O)O)CC(=O)O)Cc1ccccc1)NC(=O)[C@@H]1CNCC[C@H]1N	-4.0%
COc1cc(NS(=O)(=O)c2cccc3nsnc23)c(C(=O)O)cc1OC	-2.9%
CC(Sc1nnc(C2CCCCC2)n1N)C(=O)NCc1ccc2c(c1)OCO2 (configuration not stated)	-5.0%
CCCC(=O)c1cc2ccccc2oc1=O	-3.4%
COC(=O)CSc1nnc(-c2ccoc2C)n1-c1ccc(OC)cc1	-2.5%
O=C1Nc2ccccc2OC1CC(=O)N1CCCC1 (configuration not stated)	11.2%
Cn1ncc(N)c1C(=O)Nc1cccc(C(F)(F)F)c1	1.1%
CCn1c2ccccc2c2nc3ccccc3nc21	-4.0%
C[C@@H](C(=O)Nc1ccc2ccccc2c1)[C@H]1C[C@]1(C)[C@H](NC(=O)c1cnccn1)c1ccccc1	-0.8%
Cc1onc(-c2ccccc2)c1C(=O)Oc1cccnc1	-2.7%
Cc1ccc(C)c(N=C2NC(=O)CS2)c1	-1.2%
CC(=NCCN1CCOCC1)c1c(O)n(C2CCCCC2)c(=O)[nH]c1=O	0.6%
CC(=O)c1cnc2nc(C(F)(F)F)nn2c1C	-3.3%
COCCNC(=O)CN1C(=O)CSc2ncccc21	6.8%
O=C(NCc1ccco1)c1cc2ccccc2o1	3.5%
COc1cc(/C=c2\sc3nc(-c4ccncc4)nn3c2=O)ccc1OC(C)=O	10.8%
COC(=O)c1ccc(CSc2ccc3nnc(-c4ccc(OC)c(OC)c4)n3n2)o1	-6.0%

The results go on.
canonical_smiles	AmpC det inh
CC(C)(C)c1cc(CCC(=O)N2CCNCC2)c(C(C)(C)C)cc1O	-1.7%
O=C(NCC1CCCO1)C1CCCN(S(=O)(=O)c2cccc3nsnc23)C1 (configuration not stated)	-6.3%
Cc1cc(C)n2nc(C(=O)NCc3ccco3)nc2n1	-3.2%
O=C1C=C(NCc2ccccc2)C2(CCCCC2)O1	-2.9%

Bioassay records: PubChem BioAssay, National Center for Advancing Translational Sciences (NCATS)

A portion of the library; the hit share may differ from the screen's.
